# M5 PAM: potentiates acetylcholine response at human M5 receptor; CHO-K1 hM5, Fluo-8 calcium, ACh EC20 PAM; 0% = ACh EC20, 100% = ACh EC100; activation, % at 3 µM; hit rate 0.3% among 360,000; AID 624038;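 active = activation above the run cutoff, the mean activation of all test compounds plus 3 SD, cut at about 18% in these data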
# Target sequence (P08912 whole entry, looked up): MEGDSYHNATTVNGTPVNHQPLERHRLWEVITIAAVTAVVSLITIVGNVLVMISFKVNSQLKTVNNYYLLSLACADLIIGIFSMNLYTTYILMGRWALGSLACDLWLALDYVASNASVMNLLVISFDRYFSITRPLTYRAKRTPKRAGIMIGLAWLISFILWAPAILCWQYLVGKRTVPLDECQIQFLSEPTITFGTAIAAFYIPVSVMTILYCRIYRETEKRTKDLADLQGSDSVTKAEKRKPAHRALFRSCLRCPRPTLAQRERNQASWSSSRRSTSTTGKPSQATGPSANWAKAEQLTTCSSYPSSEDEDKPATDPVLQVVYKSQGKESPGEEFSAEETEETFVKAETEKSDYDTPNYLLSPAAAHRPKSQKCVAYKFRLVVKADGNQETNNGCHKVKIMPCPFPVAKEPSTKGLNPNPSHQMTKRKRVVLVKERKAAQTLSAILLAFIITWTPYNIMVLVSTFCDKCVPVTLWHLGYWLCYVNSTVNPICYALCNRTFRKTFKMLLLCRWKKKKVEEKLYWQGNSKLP
#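 System: CHO-K1 cell line with stable human muscarinic M5 receptor expression | Also added: EC20 acetylcholine as agonist stimulus | Compound: One concentration, 3 µM final (nominal) | Timing: Fluo-8 loading 80 min at 37 °C plus 30 min room temperature | Measured by: Fluo-8 calcium dye fluorescence, kinetic read | Read-out basis: % activation, ACh-normalized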
# M4 antag: blocks acetylcholine activation of human M4 receptor | P08173 | CHO-hM4 cells, ACh EC80, Fluo-8 calcium fluorescence | inhibition, % at 3 µM | hit rate 0.73% among 360,000 | AID 624125;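 active = inhibition above its plate's cutoff, the mean inhibition of sample wells plus 3 SD, cut at about 27% in these data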;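 also: 0% = acetylcholine EC80 with DMSO and 100% = DMSO without agonist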
# M4 PAM: positive allosteric modulators of human muscarinic M4 receptor | P08173 | CHO-K1 hM4/Gqi5, Fluo-8 calcium fluorescence, ACh EC20; 0% = ACh EC20, 100% = maximal ACh | activation, % at 3 µM | hit rate 0.4% among 360,000 | AID 624126;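 active = activation above its plate's cutoff, the mean activation of sample wells plus 3 SD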; also: some results filed as inactive read as strong as hits
# CRFBP-R2 agonist: agonists of human CRF-binding protein/CRF-R2 receptor complex; HEK293 CRF-R2/CRF-BP, calcium dye fluorescence (FLIPR); percent of saturating CRF peptide response; hit rate 0.46% among 350,000; activation, % at 13.2 µM; AID 588473;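 active = activation of at least 50%, plus an integration ratio under a set limit after plate pattern correction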;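 also: plate controls were neutral control wells without compound for no effect and CRF at EC100 for full effect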
# CHRM5 antagonist: CHRM5 antagonism in calcium assay; P08912; CHO-hM5 cells, Fluo-8 calcium fluorescence, ACh EC80; inhibition, % at 3 µM; hit rate 0.59% among 360,000; AID 624040;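 active = inhibition above a per-plate cutoff, the mean of that plate's test compounds plus 3 SD, cut at about 27% in these data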;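 also: 0% = acetylcholine EC80 with DMSO and 100% = DMSO without agonist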
# CHRM1 PAM: potentiates human M1 receptor response to acetylcholine; CHO-K1 hM1, Fluo-8 calcium fluorescence, ACh EC20; 0% = ACh EC20, 100% = maximal ACh; activation, % at 3 µM; hit rate 0.088% among 360,000; AID 588819; in the data active = activation above about 19%, passing the limit was not always enough
# Target sequence (P11229 whole entry, looked up): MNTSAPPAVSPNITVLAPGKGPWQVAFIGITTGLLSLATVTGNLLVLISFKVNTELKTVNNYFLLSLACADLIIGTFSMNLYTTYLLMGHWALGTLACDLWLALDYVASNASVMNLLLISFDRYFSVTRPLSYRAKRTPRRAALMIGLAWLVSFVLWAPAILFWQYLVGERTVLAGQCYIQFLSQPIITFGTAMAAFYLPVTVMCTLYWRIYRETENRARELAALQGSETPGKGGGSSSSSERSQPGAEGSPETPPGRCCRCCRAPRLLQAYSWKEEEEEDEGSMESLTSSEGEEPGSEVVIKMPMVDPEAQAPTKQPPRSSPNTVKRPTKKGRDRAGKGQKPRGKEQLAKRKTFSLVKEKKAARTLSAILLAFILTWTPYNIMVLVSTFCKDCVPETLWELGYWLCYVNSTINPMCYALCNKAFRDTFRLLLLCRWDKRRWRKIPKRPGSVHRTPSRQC
# M1 antag: blocks human M1 muscarinic receptor; inhibition, % at 3 µM; P11229; CHO-K1 hM1, Fluo-8 calcium fluorescence, ACh EC80 antagonist; hit rate 1.3% among 360,000;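 active = percent inhibition above its own plate's cutoff, namely the mean of that plate's compound wells plus 3 SD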;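 also: peak over basal fluorescence ratio during 140 s after agonist addition; 0% = ACh EC80 plus DMSO and 100% = DMSO alone without agonist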
# CHRM5 agonist: agonists of human muscarinic M5 receptor (CHRM5). P08912. CHO-K1 hM5 cells, Fluo-8 calcium fluorescence; 0% DMSO wells, 100% maximal acetylcholine response. activation, % at 3 µM. hit rate 0.19% among 360,000. AID 624037;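 active = activation above the run's mean over test compounds plus 3 SD, cut at about 23% in these data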;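 also: signal is peak over basal fluorescence ratio across the kinetic read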
# CHRM4 agonist: agonists of human muscarinic M4 receptor (CHRM4). P08173. CHO-K1 hM4/Gqi5, Fluo-8 calcium fluorescence; vehicle 0%, full acetylcholine response 100%. activation, % at 3 µM. hit rate 0.14% among 360,000. AID 624127;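 active = activation above the run mean over all test wells plus 3 SD, cut at about 32% in these data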;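 also: peak over basal fluorescence ratio per well then scaled between controls; 0% = DMSO wells and 100% = acetylcholine at EC100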
# * hit, by the source's call; . = no result given; & = joins results of further samples.
canonical_smiles	M5 PAM	M4 antag	M4 PAM	CRFBP-R2 agonist	CHRM5 antagonist	CHRM1 PAM	M1 antag	CHRM5 agonist	CHRM4 agonist
Cc1nc2c(c(=O)n1CCC(C)C)c1nc3ccccc3nc1n2CC1CCCO1 (centres undefined)	-14	13	-10	0.5	17	-7	28	3	19
CN(CCCC(=O)NCc1ccc2c(c1)OCO2)S(=O)(=O)c1ccc([N+](=O)[O-])cc1	-5	-2	-3	0.5	19	8	-11	-2	4
Cc1ccc2nc(-c3ccco3)c(Cc3cccc(Cl)c3)n2c1	-2	4	-7	.	5	-9	-6	-3	1
Cc1nc2c(ncn2-c2ccccc2)c(=O)n1NC(=O)CN1CCN(C)CC1	-18	-3	-17	0.5	16	-5	3	1	9
C[C@H]1CN([C@@H](C)CO)C(=O)CCCn2nncc2CO[C@H]1CN(C)C(=O)Nc1ccc(N2CCCCC2)cc1	-2	-11	2	-1.8	5	-4	5	0	2
C#Cc1ccccc1OCCCN1CCC(C(O)(c2ccccc2)c2ccccc2)CC1	-20	23	-14	.	10	.	.	-2	17
CC(C)C(NC(=O)c1ccc(C(C)(C)C)cc1)C(=O)NCCc1ccccn1 (centres undefined)	1	4	-3	0.3	7	7	-9	-1	3
COC(=O)CCNC(=O)Cc1c(C)n(C(=O)c2ccc(Cl)cc2)c2ccc(OC)cc12	-5	-12	-2	-0.9	14	-6	6	-4	4
CCCCCCn1c(SCC(=O)Nc2cc(C)on2)nc2ccccc2c1=O	0	2	12	-0.1	-1	14	-17	4	0
Cc1cccc(-n2c(O)c(C=Nc3ccc(O)cc3)c3ccccc3c2=O)n1	-2	0	2	0.1	7	7	-16	0	2
C[C@H](CO)N1C[C@H](C)[C@H](CN(C)Cc2cncnc2)Oc2cc(Br)ccc2S1(=O)=O	-4	-6	0	2.2	7	-1	-18	1	2
O=C(O)C1Cc2ccccc2CN1C(=O)c1ccccc1 (centres undefined)	-5	10	5	-0.4	10	5	-13	0	1
Cc1cccn2cc(CNS(=O)(=O)c3ccc4ccccc4c3)nc12	-12	1	3	-1.2	13	5	-6	1	9
Cc1c(C(=O)O)oc2c1C(O)CC(C)(C)C2 (centres undefined)	1&1	1&6	2&-2	-1.4&-3.4	4&1	10&8	1&-2	0&-5	0&0
O=C(N[C@@H](Cc1ccccc1)C(=O)O)c1cccnc1	-5	1	1	-0.2	4	-1	3	0	0
Cc1ccc([N+](=O)[O-])cc1NC(=O)CN1CCCCC1	5	-6	2	0.7	-12	10	-27	-2	1
CC1(C)NC(=O)N(CC(O)Cn2nnc3ccccc32)C1=O (centres undefined)	-2	1	7	0.8	1	-2	-2	-2	0
Cc1ccc(C)c(/C(O)=C2\C(=O)C(=O)N(CCCn3ccnc3)C2c2ccncc2)c1 (centres undefined)	0	-5	2	-0.8	-7	5	-4	-4	1
CCOC(=O)C1CCN(C(=O)COc2ccc(Cl)cc2)CC1	-3	-3	4	-3.5	0	-9	-9	0	2
COc1cc(C(=S)N2CCC(C)CC2)ccc1O	-8	8	3	0.0	11	-5	14	-2	1
C/C(=N/OC(=O)C1CC1c1ccccc1)c1ccccc1 (centres undefined)	-2	-16	-5	0.8	-10	1	4	-3	-2
CCCCN(Cc1ccccc1)c1ncnc2nc[nH]c12	-7	-26	7	-5.5	-7	-4	-3	-3	-1
CCCn1c(=N)c(S(=O)(=O)c2ccc(F)cc2)cc2c(=O)n3ccccc3nc21	7	-2	5	5.6	-13	4	-9	-3	2
C=CCC(=O)N1CCC(n2nccc2NC(=O)c2ccc3c(c2)OCO3)CC1	0	-2	-3	-1.4	-3	7	-18	0	0
CN(c1ccccc1)S(=O)(=O)c1ccc(Cl)c(C(=O)Nc2ccccc2N2CCOCC2)c1	1	-6	5	2.3	-2	3	5	3	1
O=C(Nc1ccc(Oc2nnc(-c3ccccc3)c3ccccc23)cc1)c1ccccc1	-5	-4	2	11	-11	7	-1	0	1
Cc1c(NS(=O)(=O)c2cccc(C(=O)NCc3cccc(Cl)c3)c2)c(=O)n(-c2ccccc2)n1C	-8	4	0	-2.4	13	1	-2	0	4
CCCOc1ccc(CCCN=C(N)N)cc1Cl	-1	0	-4	-2.7	-8	0	-3	-21	-1
COc1ccc(C(=O)Nc2cccnc2)cc1C(=O)Nc1cccnc1	12	-26	5	-0.5	-15	0	-20	0	1
Cc1cccc(N(CC(=O)Nc2ccccc2-c2ccccc2)S(=O)(=O)c2ccccc2)c1C	9	-3	-2	5.5	-8	0	2	-2	0
COC(=O)N(NC(=O)C(O)(c1ccccc1)c1ccccc1)c1ccccc1	-4	8	2	2.1	6	2	0	1	1
CCCCc1nnc(NC(=O)C2=COCCO2)s1	0	2	2	0.4	-3	-3	8	-3	1
COc1cccc(N2CC(C(=O)OC(C)C(=O)c3ccccc3)CC2=O)c1 (centres undefined)	-1	3	-2	-2.8	-7	6	-10	0	1
CCc1ccccc1NC(=O)COc1cccc(-n2cnnn2)c1	-6	6	-2	-0.5	9	-11	-4	1	2
CCOC(=O)c1sc(=NC(=O)CCSc2ccccc2)n(C)c1C	1	-3	3	-1.4	10	1	5	1	1
CC(=O)c1ccc(S(=O)(=O)NC2CC(=O)N(c3ccc(C)cc3)C2)cc1 (centres undefined)	3	-2	8	0.0	2	13	-18	0	2
CCN(CC)CCCCCCCCOC(=O)c1cc(OC)c(OC)c(OC)c1	-13	29*	-19	-0.6	2	-27	45	0	7
Cc1cccc(C(=O)OCC(=O)N2CCN(C(=O)c3ccco3)CC2)c1O	7	2	3	2.1	5	3	-5	1	3
CC12C(=O)N(c3ccccn3)C(=O)C1C1C=CC2C1 (centres undefined)	-4	-10	6	2.4	1	1	6	-1	0
CC(C)=CCc1c([C@@H]2CCc3ccc(O)cc3O2)cc2c(c1O)OC(C)(C)C=C2	-6	-4	-4	1.0	7	3	17	3	3
COc1cc(OC)cc(C(=O)N[C@H](C(=O)Nc2nc(-c3ccc(OC)c(OC)c3)cs2)C(C)C)c1	-3	0	-12	-1.4	-2	-2	3	-2	6
COc1ccccc1C(OC(=O)c1cccs1)C(=O)NCc1ccco1 (centres undefined)	-11	-5	5	3.3	2	5	-9	-11	3
C#Cc1ccc(C(=O)NCc2ccc(N3CCCC3=O)cc2)cc1	-2	-3	3	1.5	9	1	-6	0	0
CCN(C(=O)C1CCCN1S(=O)(=O)c1ccc2c(c1)n(C)c(=O)c(=O)n2C)c1ccccc1 (centres undefined)	0	1	0	3.5	5	-2	-7	-1	0
Cn1c(=O)c2c(ncn2CCOc2ccc(F)cc2)n(C)c1=O	-6	8	-7	1.2	1	-8	21	2	5
O=C(COC(=O)CCC(=O)c1ccc(F)cc1)NCc1ccccc1Cl	-4	4	0	-0.1	15	2	-4	-4	1
CC(C)Cc1nc2sc3c(c2c(=O)n1N)CC(C(C)C)OC3 (centres undefined)	-13	9	-4	-5.2	11	4	-2	1	2
Cc1cccc(C(=O)Nc2cc(S(=O)(=O)N3CCOCC3)ccc2N2CCCC2)c1	-7	-8	2	0.6	5	3	-3	1	4
Cc1ccc(C2(C)NC(=O)N(CC(=O)NCc3cccc(Cl)c3)C2=O)cc1 (centres undefined)	2	0	-2	-2.0	5	8	-15	0	6
CCc1cc(=O)[nH]c(SCC(=O)Nc2ccc3c(c2)OCCO3)n1	-5	0	-7	-1.2	1	1	0	1	0
COc1cccc(CNC(=O)CCCc2c[nH]c3ccccc23)c1	-2	6	-3	-0.4	11	7	-15	-4	4
COc1cccc(CNS(=O)(=O)c2c(C(=O)N3CCCCCC3)c(C)n(C)c2C)c1	-4	6	-6	0.9	9	-1	-2	-5	2
CC(C)C1Nc2c(C(=O)O)cccc2C(Nc2ccccc2C(=O)O)C1(C)C (centres undefined)	1	-2	8	0.9	2	10	3	1	2
CC(C)=C(NC(=O)c1ccccc1)C(=O)Nc1cccc(C)c1	3	-2	11	-0.4	12	12	-14	-4	1
COc1ccc(/C=N/NC(=O)C(=O)/C=C2\NC3(CCCC3)Cc3ccccc32)cc1	-5	-7	-8	-2.3	-1	25*	-1	-1	0
CCCCn1c(N)c(N(CC(C)C)C(=O)c2ccc(-n3c(C)ccc3C)cc2)c(=O)[nH]c1=O	0	3	0	1.0	3	8	-12	4	1
CCOC(=O)c1sc(NC(=O)/C=C/c2cnn(CC)c2C)c(C(=O)OCC)c1C	1	-11	21	-1.1	-3	8	-12	-2	1
COc1ccc(S(=O)(=O)N2CCOCC2)cc1NC(=O)Cc1cccs1	12	3	2	-0.5	-4	0	5	3	1
O=C(Nc1ccc2c(c1)OCO2)C1CCN(C(=O)c2cccs2)CC1	3	-1	7	1.3	-11	-7	-14	-3	0
Cc1cc(Oc2ccc(Br)cc2)nc(SCC(=O)c2ccccc2)n1	2	-6	20	9.9	5	10	-11	-3	0

# The last 2 records of the part above lead into the next:
canonical_smiles	M5 PAM	M4 antag	M4 PAM	CRFBP-R2 agonist	CHRM5 antagonist	CHRM1 PAM	M1 antag	CHRM5 agonist	CHRM4 agonist
O=C(Nc1ccc2c(c1)OCO2)C1CCN(C(=O)c2cccs2)CC1	3	-1	7	1.3	-11	-7	-14	-3	0
Cc1cc(Oc2ccc(Br)cc2)nc(SCC(=O)c2ccccc2)n1	2	-6	20	9.9	5	10	-11	-3	0
COC(=O)NNC(=O)c1cccc(C)c1	-3	7	0	0.2	6	4	2	1	0
CC1CN(c2ccc([N+](=O)[O-])c(NCCOc3ccccc3)c2)CCN1 (centres undefined)	-5	-3	-5	-2.3	11	4	-7	-3	16
COCCNS(=O)(=O)c1ccc2c(c1)Cc1cc(S(=O)(=O)NCCOC)ccc1-2	0	-2	-3	-0.5	6	4	-5	0	1
COc1cccc(/C=N/NC(=S)NCc2ccco2)c1OC	-7	-2	-6	-0.1	9	7	-10	0	0
CC(=O)c1c(C)oc2c1cc(NS(=O)(=O)c1ccc(C(=O)O)cc1)c1ccccc12	-1	-5	0	-0.3	0	8	-1	-2	1
CCc1ccc2nc(NC(=O)CSCc3c(C)noc3C)sc2c1	-3	-3	-5	-3.4	-4	1	2	-1	4
CC(C)c1onc(C(=O)N2CCCCC2)c1[N+](=O)[O-]	5	-5	18	0.7	3	10	-10	1	1
COc1ccccc1CNC(=O)c1cc(S(=O)(=O)N2CCOCC2)cn1C	2	5	0	-4.4	1	-5	-2	1	6
CNCCOc1ccccc1-c1ccccc1	-8	1	1	-3.6	5	-4	4	-14	1
O=C(O)CCCCCNC(=O)c1ccc(Br)cc1	-3	4	0	1.1	-2	8	-7	-2	1
C/C(=N\OC(=O)C1CC1)C1CC1c1ccc(F)cc1 (centres undefined)	-9	-6	8	1.2	22	-1	8	-4	-1
COc1ccc(C(=O)NC2CC(C)(C)Cc3c2cnn3-c2ccccc2)c(OC)c1 (centres undefined)	-5	-2	-2	-0.1	11	7	-4	-3	-1
O=C(O)C(F)(F)C(NCc1ccccc1)c1ccccc1 (centres undefined)	4	-3	-1	3.0	5	15	-19	-3	0
O=C(Nc1cccs1)NC1CCCC1	-6	-11	10	2.6	1	4	2	1	1
